IDE cell activ: human IDE activators in live cells, primary screen, fluorescence polarization, HEK cells, FAbeta-B substrate. Insulin-degrading enzyme (Homo sapiens), P14735. FAbeta-B cleavage; 0% vehicle, 100% cell-free pure enzyme wells. activation, % at 5.96 µM. 340,000 tested, 0.073% active;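 active means activation above the mean of all tested compounds plus 3 SD, set per screening campaign, cut at about 17% in these data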
GalR3 antagonist: GalR3 antagonists in HEK293 cells, primary screen, cell-based, fluorescence readout. Galanin receptor type 3 (Homo sapiens), O60755. HEK293 GalR3-CNG cAMP membrane potential fluorescence; galR3 body fused to GalR1 C-terminus. inhibition, % at 3 µM. 360,000 tested, 0.44% active;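 active means inhibition above the screen-wide average plus 3 SD, cut at about 13% in these data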;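 further: forskolin and galanin both at EC90 stimulate the cells; cAMP rise reported by CNG channel membrane potential dye signal; 0% = forskolin plus galanin with DMSO and 100% = forskolin alone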
Target sequence (O60755 1-299 limits assumed): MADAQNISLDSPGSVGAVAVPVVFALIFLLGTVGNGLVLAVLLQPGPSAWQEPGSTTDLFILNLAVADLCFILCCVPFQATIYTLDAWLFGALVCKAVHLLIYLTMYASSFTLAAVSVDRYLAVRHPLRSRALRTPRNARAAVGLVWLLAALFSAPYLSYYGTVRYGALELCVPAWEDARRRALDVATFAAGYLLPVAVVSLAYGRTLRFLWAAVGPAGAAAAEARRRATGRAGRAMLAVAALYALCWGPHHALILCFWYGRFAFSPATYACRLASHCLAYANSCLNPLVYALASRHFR
IDE cell inh: human IDE inhibitors in live cells, primary screen, fluorescence polarization, HEK cells, FAbetaB substrate; Insulin-degrading enzyme (Homo sapiens), P14735; FAbetaB cleavage; inhibition, % at 5.59 µM; 320,000 tested, 0.41% active;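 active means percent inhibition above the average of all tested compounds plus 3 SD, set per screening campaign, cut at about 16% in these data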;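 further: IDE supplied by intact live HEK cells; FP after avidin binding of uncleaved biotin substrate so inhibition keeps polarization high; 0% = DMSO wells and 100% = 60 µM reference IDE inhibitor Ii1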
HCV NS3 hel inh: inhibitors of HCV NS3 helicase, primary screen, biochemical, Cy5 molecular beacon fluorescence | NS3 helicase DNA unwinding | inhibition, % at 10.9 µM | 290,000 tested, 0.56% active | AID 1800, 2009;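 active means inhibition above the mean of all tested compounds plus 3 SD, set per campaign, cut at about 35% in these data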;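 further: 0% = DMSO wells and 100% = thioflavine S control wells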
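Measured by: Cy5 fluorescence, 0 and 60 min reads / Assay system: NS3 helicase fragment of HCV / Control set: low DMSO, high thioflavine S at 110 µM / Times: 1 h reaction at 25 °C, ATP-initiated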
CRFR2-BP antag: antagonists of CRF-BP/CRF-R2 complex, primary screen, cell-based, HEK293, calcium dye fluorescence, uHTS; inhibition, % at 11.8 µM; CRF-induced calcium fluorescence; 350,000 tested, 0.59% active;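 active means inhibition of the ligand-induced calcium signal above about 50% at the single tested concentration, limit read from the data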
IMP-1 inh: IMP-1 metallo-beta-lactamase inhibitors, primary screen, biochemical, epi-absorbance readout, Pseudomonas aeruginosa enzyme; metallo-beta-lactamase IMP-1 (Pseudomonas aeruginosa); purified IMP-1, nitrocefin hydrolysis, epi-absorbance fluorescence; 290,000 tested, 0.45% active; inhibition, % at 5.6 µM; AID 1556, 2009;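 active means inhibition above the mean plus 3 SD of all compounds in the same screening run, cut at about 4.5% in these data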;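 further: 0% = IMP-1 with DMSO and 100% = DMSO wells lacking enzyme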
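Assay system: purified recombinant IMP-1 beta-lactamase. Input: IMP-1 0.2 nM before substrate addition. Buffer or medium: Zinc- and detergent-supplemented HEPES buffer, pH 7.1. Schedule: 25 °C, 15 min preincubation, 25 min reaction. Signal: Epi-absorbance fluorescence, 480 nm excitation, 530 nm emission. Evaluation: percent inhibition from optical density relative to buffer-blank wells.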
pCIP destab: p/CIP-EGFP fusion destabilizers, primary screen, fluorescence, F442A cells; Q05BA5; 16 h; decrease of EGFP signal, % at 10 µM; 290,000 tested, 0.01% active; AID 1984, 2009;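 active means EGFP signal decrease of at least 30% at 10 µM or well 3 SD below plate mean, unless failing retest; inactive means the rest, including hits failing retest or dose response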; further: some compounds called inactive have numbers as strong as hits; many of its hits are not listed in these tables
SUMO HTRF inh: inhibitors of in vitro SUMOylation cascade, primary screen, biochemical, HTRF, uHTS; inhibition, % at 35 µM; HTRF SUMOylation assay, SAE1/SAE2 + UBC9; 290,000 tested, 0.36% active; SUMO-conjugating enzyme UBC9 (Homo sapiens), P63279; in the data active means inhibition above about 50%, passing the limit was not always enough; further: strong numbers were not always called active
Target sequence (P63279 whole entry, looked up): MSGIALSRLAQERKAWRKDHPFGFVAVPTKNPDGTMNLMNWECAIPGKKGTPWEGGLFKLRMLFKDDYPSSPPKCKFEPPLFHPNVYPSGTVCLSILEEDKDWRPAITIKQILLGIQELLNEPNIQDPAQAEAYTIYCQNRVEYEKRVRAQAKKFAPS
VIM-2 inhibitor: VIM-2 metallo-beta-lactamase inhibitors, primary screen, biochemical, epi-absorbance readout, Pseudomonas aeruginosa enzyme; purified VIM-2, nitrocefin hydrolysis, epi-absorbance fluorescence; inhibition, % at 5.6 µM; 290,000 tested, 0.89% active; AID 1527, 2009;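 active means inhibition above the mean of all tested compounds plus 3 SD, cutoff set per screening run, cut at about 7.5% in these data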;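 further: red hydrolysis product quenches plate fluorescence so inhibitors raise well fluorescence; 0% = enzyme with DMSO and 100% = DMSO without enzyme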
Starred values were filed as active, the others as inactive; / = not tested or not shown. Rows were taken by chance; overall some 3.2% were active at least once.

SMILES	IDE cell activ	GalR3 antagonist	IDE cell inh	HCV NS3 hel inh	CRFR2-BP antag	IMP-1 inh	pCIP destab	SUMO HTRF inh	VIM-2 inhibitor
CC(=O)Nc1ccccc1NC(=O)C/C(C)=N/NC(=O)c1ccccn1	-5	-4	1	-6	-7	-6.0	-10	13	-5.2
CCCC(=O)Nc1c(C(=O)OCC)oc2ccccc12	5	0	-3	8	0	-1.2	-2	3	-0.3
CCOC(=O)/C=C/C(=O)OCC(=O)Nc1ccc([N+](=O)[O-])cc1	-2	3	-1	-6	16	-1.9	-3	12	-1.7
Clc1ccc(-c2ccnc(Oc3ccc4ccccc4c3)n2)cc1	2	4	2	-3	-7	-2.5	-8	-10	-3.4
Cc1ccc(OCC(=O)Nc2cccc(S(=O)(=O)N3CCCCC3)c2)c([N+](=O)[O-])n1	6	-2	-2	11	4	-3.1	1	2	-3.6
O=C(NCc1cccs1)C(=O)NCC1OCCCN1S(=O)(=O)c1cccs1 (centres undefined)	-1	-4	4	-11	8	-1.4	0	13	-2.2
Cn1c(N)c(C(=O)COC(=O)COc2ccc3ccccc3c2)c(=O)n(C)c1=O	1	-7	2	-33	15	-2.3	8	2	-2.3
COc1cc([N+](=O)[O-])ccc1NC(=O)Nc1ccc(C(=O)N2CCCC2)cc1	3	-1	6	-1	-1	-3.9	-3	3	0.2
COc1ccc(S(=O)(=O)N/N=C\c2ccc3c(c2)OCO3)cc1	1	/	4	0	8	-0.1	-2	-12	0.3
Fc1ccccc1-c1csc(=Nc2cccnc2)n1CC1CCCO1 (centres undefined)	1	-2	-4	-3	19	-1.4	-10	-14	-3.5
O=C(COc1ccc(S(=O)(=O)NC2CCCC2)cc1)NCC1CCCO1 (centres undefined)	-2	0	-5	4	-5	-2.1	14	9	-4.1
Cc1c(C)c2ccc(OCC(=O)Nc3cccnc3)c(C)c2oc1=O	-4	-3	6	2	3	-2.7	0	18	12*
CC(C(=O)NCc1ccc2c(c1)OCO2)c1ccc([N+](=O)[O-])cc1 (centres undefined)	5	-1	-5	-6	4	-0.5	-2	1	-1.6
CCOc1ccccc1C1C(C(=O)Nc2ccccc2OC)=C(C)Nc2nc(CCCO)nn21 (centres undefined)	0	6	3	/	8	/	1	6	/
Cc1ccc(C(=O)NC(=S)NCc2ccccc2)cc1	-4	-9	0	7	1	-3.1	-6	4	-3.4
CC(C)(C)OC(=O)N[C@@H](Cc1ccccc1)[C@H](O)c1ccco1	2	-1	-1	/	-9	/	-18	-6	/
CCN(CC)CCCNC(=O)CC1Oc2ccc(C)cc2NC1=O (centres undefined)	0	0	2	9	6	-4.4	-4	8	-3.6
CCCn1c(SCC(=O)Nc2cc(S(=O)(=O)N(C)C)ccc2OC)n[nH]c1=O	-2	-1	-4	11	3	-1.9	-4	12	-2.3
Cc1cc(NC(=O)CCC(=O)N(CC(=O)NC2CCCC2)c2ccc(C)c(F)c2)no1	3	-7	5	13	4	-3.0	-9	8	-1.8
Cn1cccc1Cc1nnc(SCC(=O)NCc2ccc(F)cc2)n1-c1ccc(F)cc1	3	-1	-2	/	-5	/	-11	8	/
O=C(c1ccc2c(c1)OCO2)C1CCCN(C(=O)c2cnn(Cc3ccccc3)c2)C1 (centres undefined)	4	0	-1	-6	1	-2.4	0	20	-1.6
C=CCOc1ccc(/C=C2\SC(=S)N(NS(=O)(=O)c3ccccc3)C2=O)cc1	0	-10	3	8	53*	-1.8	9	13	-4.8
O=C(NCCc1ccc(OC(F)F)cc1)C1CC(=O)N(c2ccc3c(c2)OCCO3)C1 (centres undefined)	1	-5	1	/	2	/	/	/	/
O=C(Nc1nnc(-c2ccco2)s1)C1CCCCC1	-2	-5	-2	-2	-16	-1.9	-4	13	-5.2
N#Cc1ccccc1COC(=O)c1cccc(S(=O)(=O)N2CCCC2)c1	2	-4	-2	/	-6	/	/	/	/

A stretch taken from the entries so far, as a working copy:
SMILES	IDE cell activ	GalR3 antagonist	IDE cell inh	HCV NS3 hel inh	CRFR2-BP antag	IMP-1 inh	pCIP destab	SUMO HTRF inh	VIM-2 inhibitor
O=C(Nc1nnc(-c2ccco2)s1)C1CCCCC1	-2	-5	-2	-2	-16	-1.9	-4	13	-5.2
N#Cc1ccccc1COC(=O)c1cccc(S(=O)(=O)N2CCCC2)c1	2	-4	-2	/	-6	/	/	/	/

Further records:
SMILES	IDE cell activ	GalR3 antagonist	IDE cell inh	HCV NS3 hel inh	CRFR2-BP antag	IMP-1 inh	pCIP destab	SUMO HTRF inh	VIM-2 inhibitor
CC(C)CC(O)C1CCN(C(=O)CCc2nnc(-c3ccccc3)o2)CC1 (centres undefined)	1	-6	4	-11	4	-2.4	-1	-3	-0.9
COc1ccc(NC(=S)NC(=O)c2ccc3c(c2)OCCO3)cc1	0	-1	8	/	19	/	/	/	/
COc1cccc(CC2(CO)CCCN(Cc3ccc(C)s3)C2)c1 (centres undefined)	7	-3	-1	4	3	-2.1	-4	-31	-2.2
CN(C)c1nc(-c2ccccc2)ns1	4	-5	8	3	7	-3.9	-9	4	-2.5
CC1(C)Cc2nc3oc4c(=O)n(CC(=O)Nc5ccc(Cl)cc5)cnc4c3cc2CO1	-7	1	-3	1	-2	-1.8	1	38	-3.1
COc1ccc(CNC(=O)Nc2cccc(C)c2)cc1	0	-2	-3	-7	-8	-3.4	-6	9	-4.6
O=C(CNC(=O)C1(c2ccccc2)CC1)Nc1ccc(F)c(F)c1	0	-4	5	/	6	/	/	/	/
NC(=O)COC(=O)c1ccc(S(=O)(=O)N2CCCCCC2)cc1	2	-3	2	0	4	-2.0	-5	6	-1.0
CCOC(=O)N=S(N)(=O)c1ccc(Cl)cc1 (centres undefined)	5	-1	-4	4	15	0.3	4	-1	15*
Cc1cc(S(=O)(=O)Nc2ccc(C(=O)NCCCN3CCOCC3)cc2)ccc1F	-2	-6	3	/	-8	/	/	/	/
CCCc1cc(=O)oc2cc(OCc3cccc(OC)c3)c(Cl)cc12	-2	-1	7	0	9	-3.1	0	3	-3.4
CCOc1ncccc1C(=O)OCc1ccc(C#N)cc1	3	-4	6	-8	17	-4.1	-6	-9	-2.5
COc1cc(OC)cc(-c2c(C#Cc3ccsc3)c3cc(-c4ccc(OC)cc4F)ccc3n2C)c1	6	-8	0	/	-4	/	/	/	/
Cc1c(Nc2cc(Cl)c3nonc3c2[N+](=O)[O-])c(=O)n(-c2ccccc2)n1C	6	2	/	-8	43	-3.3	-6	15	-4.7
O=C(CN1C(=O)c2ccccc2C1=O)NCCOc1ccccc1	4	0	5	-16	19	-1.1	-16	20	-1.3
CN(C(=O)C1CCCO1)c1nnc(-c2ccncc2)s1 (centres undefined)	-2	-3	2	2	-19	-2.2	5	4	-0.5
N#Cc1c(-c2ccccc2)nc(SCC(=O)NC2CCCCC2)[nH]c1=O	-2	2	2	20	2	2.0	1	13	1.1
COc1ccccc1CNC(=O)C(c1ccccc1)c1ccccc1	0	-4	2	12	18	-1.6	-11	1	1.1
Cc1cccc(C2c3[nH]c4ccccc4c3CCN2C(=O)c2cn(C)c3ccccc3c2=O)n1 (centres undefined)	-1	-2	3	1	-33	-3.2	0	5	-4.0
N#Cc1cc2c(nc1SCc1ccccc1)CCCC2=O	4	-3	-1	2	-3	-6.6	-6	-12	-3.2
Cc1nc(-c2ccc(Cl)cc2)sc1C1(C)CC(c2cccc(Cl)c2)=NO1 (centres undefined)	2	-5	5	-4	-9	-4.5	-14	-12	-2.1
CCCOc1ccc(NC(=O)C2OC3OC(C)(C)OC3C3OC(C)(C)OC23)cc1 (centres undefined)	/	/	1	3	/	-0.6	2	6	-2.7
CN(CC(=O)Nc1ccccc1C(F)(F)F)C(=O)CN1C(=O)C2CCCCC2C1=O (centres undefined)	3	-3	0	/	29	/	/	/	/
Cc1ccc(NC(=O)CSc2nnc(-c3cccs3)n2Cc2ccco2)cc1	-6	-7	1	-13	14	-0.5	5	-23	-4.6
O=C1N/C(=C/c2cccn2-c2ccc(F)cc2)C(=O)N1Cc1ccccc1	8	-7	-7	0	-18	-1.4	1	27	-2.0

Carrying on:
SMILES	IDE cell activ	GalR3 antagonist	IDE cell inh	HCV NS3 hel inh	CRFR2-BP antag	IMP-1 inh	pCIP destab	SUMO HTRF inh	VIM-2 inhibitor
CC1(OC(=O)CCc2ccccc2)C(=O)C=C2C=C(c3ccc(C#N)cc3)N(Cc3ccco3)C=C2C1=O (centres undefined)	2	5	-1	/	4	/	0	20	/
CCOc1ccccc1OCCC(=O)OCC(=O)c1ccc[nH]1	4	-4	-1	4	0	-2.4	3	-11	-0.6
CCOc1ccc(OCC)c(NC(=O)CCCN2C(=S)NC(C)(C)CC2C)c1 (centres undefined)	5	-10	6	-3	-3	-4.9	7	-13	-2.7
O=C(c1ccco1)N1C(=O)c2cccc3cccc1c23	-12	2	-6	1	-2	0.4	-8	-5	-1.5
COc1cc(OC)cc(C(=O)NNC(=O)c2ccc(S(=O)(=O)N(C)c3ccccc3OC)cc2)c1	2	-6	5	15	16	-5.4	-11	-7	-2.0
COc1ccc(OC)c(/C=N/NC2=NS(=O)(=O)c3ccccc32)c1	0	-6	3	-15	-2	-4.0	-14	21	-2.8
COc1ccc(N2CCN(C(=O)c3ccc(CS(=O)(=O)c4ccc(OC)cc4)o3)CC2)cc1	-1	-2	0	-5	20	-4.4	3	4	-4.1
Cc1c(C(=O)Nc2ccc3c(c2)CCC3)cccc1[N+](=O)[O-]	5	0	1	11	8	-0.9	3	12	-0.6
CCOc1ccc2nc(C(=O)N3CCCC(C)C3)sc2c1 (centres undefined)	1	-5	3	6	-4	-2.8	-9	-11	-2.9
COCCNC(=O)/C(C#N)=C\c1ccc(CNS(=O)(=O)c2ccc(C)cc2)o1	4	-1	-4	5	1	-2.3	0	3	-4.1
Cc1c(NC(=O)Nc2ccccc2C(F)(F)F)c(=O)n(-c2ccccc2)n1C	4	-13	-1	8	-8	-0.9	-9	6	1.1
COc1ccc(-c2nc(-c3ccc4c(c3)OCO4)[nH]c2-c2ccc(OC)cc2)cc1	-2	-5	5	-46	-13	-4.3	-8	11	-1.7
O=C(Nc1ccccc1C(F)(F)F)c1cc(-c2cccc(O)c2)on1	6	-6	6	7	4	-5.4	-11	6	-2.9
Cc1cc(C(F)F)n2ncc(C(=O)NCCc3ccc(Cl)cc3)c2n1	-1	-2	-2	-4	-6	0.6	0	5	-2.0
Cc1cc(C)c(NS(=O)(=O)c2ccc3c(c2)NC(=O)CCS3)c(C)c1	2	2	-5	2	4	-0.8	8	1	2.2
Cc1ccccc1OCCC(=O)Nc1ccc(Cl)cc1F	-2	-2	-3	-1	-3	-3.4	-7	-14	-4.0

High-throughput results as filed in PubChem.
